Screens as filed in PubChem BioAssay.
KOR beta-arrestin-1 – kappa opioid receptor blockers – cell-based, luminescence, uHTS (AID 1778). KOR beta-arrestin recruitment, luminescence, antagonist mode; higher % means a stronger effect. inhibition, % at 10 µM, or IC50 in µM where a hit was titrated. hit rate 0.091% among 290,000; note: strong numbers were not always called active
TNAP activation fold – human TNAP enzyme activators, primary screen, biochemical, luminescent, no phosphate acceptor, uHTS (AID 1001); hit rate 0.03% among 200,000; purified TNAP, luminescent activation assay, no phosphate acceptor; higher activation fold means a stronger effect; one-dose activation fold at 20 µM; EC50 in µM for titrated hits; in the data active = activation fold from about 3, or a potency from the dose series; inactive = the rest, 99 in 100 with activation fold below about 1.6; note: many of its hits are not listed in these tables
NTR1 agonist – NTR1-driven beta-arrestin-GFP spot formation – imaging, U2OS cells, high content, primary screen (AID 493036). agonist mode. hit rate 0.17% among 330,000. activation, % at 20 µM;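 active = activation at or above 40% of the spot to cytoplasm intensity ratio, with at least 20 cells analyzed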;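 note: 0% = DMSO without peptide and 100% = 100 nM NTR1 peptide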
Target sequence (P30989 whole entry, looked up): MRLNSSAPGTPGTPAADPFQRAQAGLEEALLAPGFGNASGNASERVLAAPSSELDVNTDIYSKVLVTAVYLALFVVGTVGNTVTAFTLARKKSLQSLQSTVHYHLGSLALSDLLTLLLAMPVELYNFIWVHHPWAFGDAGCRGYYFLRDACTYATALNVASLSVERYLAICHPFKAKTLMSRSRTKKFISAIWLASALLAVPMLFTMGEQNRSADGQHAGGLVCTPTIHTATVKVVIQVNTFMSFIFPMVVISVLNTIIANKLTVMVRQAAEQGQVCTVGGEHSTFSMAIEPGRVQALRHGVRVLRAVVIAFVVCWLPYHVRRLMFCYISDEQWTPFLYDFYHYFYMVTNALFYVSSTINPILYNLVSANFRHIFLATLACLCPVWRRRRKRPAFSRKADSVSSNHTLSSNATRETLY
HEK293 NOD2/NF-kB – inhibition of NOD2-driven NF-kB reporter – cell-based, luminescence, uHTS, HEK293 (AID 1566); hit rate 0.63% among 290,000; inhibition, % at 4 µM, or EC50 in µM where a hit was titrated; HEK293 NOD2/NF-kB luciferase reporter, luminescence; higher % means a stronger effect; note: many of its hits are not listed in these tables
GPR55 beta-arrestin – GPR55 agonists via beta-arrestin recruitment, primary screen, imaging, U2OS cells, beta-arrestin-GFP redistribution (AID 1961); U2OS GPR55 beta-arrestin-GFP redistribution imaging; higher % means a stronger effect; one-dose activation, % at 10 µM; EC50 in µM for titrated hits; hit rate 0.048% among 290,000;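 active = activation above 40% with more than 50 cells counted in the well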;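 note: U2OS osteosarcoma cells stably expressing GPR55 and beta-arrestin-GFP; plate controls were DMSO negative control for no effect and LPI positive control for full effect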
NOD1 NF-kB reporter – NOD1 signaling inhibitors, primary screen, cell-based, luminescence, uHTS (AID 1578); hit rate 1% among 290,000; one-dose inhibition, % at 4 µM; EC50 in µM for titrated hits; NOD1-driven NF-kB luciferase reporter cells, luminescence; higher % means a stronger effect; in the data active = inhibition mostly above about 36%, no sharp cut-off; inactive = mostly below about 34%;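 note: HEK-293T reporter cells stimulated with the NOD1 agonist gamma-tri-DAP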
KOR beta-arrestin-2 – kappa opioid receptor activators – cell-based, luminescence, uHTS, primary screen (AID 1777); KOR beta-arrestin recruitment, luminescence; higher % means a stronger effect; one-dose activation, % at 10 µM; EC50 in µM for titrated hits; hit rate 0.02% among 280,000; in the data active = activation above about 50%, passing the limit was not always enough; note: a part of the inactive calls stands beside numbers as strong as those of hits
CSM14.1 death rescue – rescue of cells from ER stress-induced death, primary screen, 384-well, CSM14.1, thapsigargin, ATP luminescence (AID 1222); 190,000 tested, under 10 active; one-dose cellular ATP content (survival), % at 20 µM; EC50 in µM for titrated hits; CSM14.1 thapsigargin-induced death rescue, ATP luminescence; higher % means a stronger effect;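 active = EC50 below 50 µM in the dose-response confirmation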;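 note: death triggered by thapsigargin at about 15 µM added after 2 h compound pretreatment; cell ATP read after overnight thapsigargin exposure of roughly 18 to 22 hours; normalized against plate controls of thapsigargin alone and 5% DMSO vehicle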
Yfh1-off respiration – enhancers of respiration in Yfh1-depleted yeast, dose response, Friedreich's ataxia, plus single-dose screen (AID 1465); S. cerevisiae Yfh1-off respiration, WST-1 reduction, 72 h; higher fold induction means a stronger effect; one-dose fold induction at 50 µM; EC50 in µM for titrated hits; hit rate 0.074% among 220,000;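 active = fold induction of absorbance versus untreated yeast above a set limit, then at least 30% activation at any dose in follow-up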;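 note: activators that raise dye reduction in frataxin-depleted yeast; strong numbers were not always called active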
NTR1 agonist cell count 20 µM – recorded beside NTR1 agonist, whose call it bears; cell count; measured here: cell count, cytotoxicity flag
Numbers without * were called inactive; i = inactive; / = not tested or not shown; [ ] = dose if it differs, or a comment. Cut-off read from the data, not from the text of the source, unless noted: active = inhibition above about 50%; inactive = the rest. Not all compounds are listed, so the mix of outcomes need not match the whole.

no.	mol	KOR beta-arrestin-1	TNAP activation fold	NTR1 agonist	NTR1 agonist cell count 20 µM	HEK293 NOD2/NF-kB	GPR55 beta-arrestin	NOD1 NF-kB reporter	KOR beta-arrestin-2	CSM14.1 death rescue	Yfh1-off respiration
1	CCC(=NCc1ccco1)c1c(O)n(C2CCCCC2)c(=O)[nH]c1=O	-9.5%	1.1	7.3	96	25.4%	0.4%	2.3%	-0.9%	2.0%	i
2	CCC(=O)OC1(c2ccccc2)CCN(C)CC1C (stereo not given)	1.1%	1	-1.5	34	-9.1%	0.3%	-22.3%	/	0.2%	i
3	CCC(=O)N1N=C(c2c(O)n(CCc3ccccc3)c(=O)[nH]c2=O)CC1c1ccc(OC)c(OC)c1 (stereo not given)	4.3%	/	0.8	45	15.4%	0.6%	2.4%	-3.1%	/	i
4	CC(=O)OC1N=C(c2ccccc2Cl)c2cc(Br)ccc2NC1=O (stereo not given)	-2.1%	/	-1.0	47	15.7%	0.3%	2.7%	5.8%	/	i
5	COc1ccc(CN2CCN(C(=O)Cc3ccccc3)CC2)cc1Br	-14.3%	/	2.2	57	0.9%	0.2%	-5.6%	2.7%	/	/
6	COc1ccc(OC)c(N=Cc2c(O)n(Cc3ccccc3)c(=S)[nH]c2=O)c1	-42.5%	/	58.6*	39*	-3.7%	0.1%	5.6%	3.0%	/	i
7	O=C(NCc1cccnc1)NC1CCCCC1	11.0%	1.1	0.2	57	2.3%	-0.2%	-9.9%	9.4%	3.1%	i
8	CCP(=S)(CC)c1ccc(N(C)C)cc1	6.0%	1.1	-0.4	71	14.6%	1.3%	-2.5%	6.0%	-0.7%	i
9	CC1N(O)C2CCCCCC2N1O (stereo not given)	-7.7%	1.1	1.1	50	18.6%	-0.1%	4.6%	-5.3%	0.8%	i
10	O=C(c1ccc2c(c1)OCO2)C1CCCN(Cc2ccc(F)c(F)c2)C1 (stereo not given)	2.0%	/	0.7	53	-16.5%	0.4%	-14.8%	-1.1%	/	/
11	COc1ccc(OC)c(C(O)C(C)N)c1 (stereo not given)	-7.3%	1.1	3.0	55	20.9%	-0.1%	-8.9%	-2.3%	2.0%	/
12	Cc1cccc(N2C(=O)/C(=C/N3CCN(C(=O)c4ccco4)CC3)C(=O)NC2=S)c1	27.2%	1.1	-0.9	50	6.3%	-0.4%	-7.3%	-1.4%	-0.1%	i
13	O=C(Nc1ccc(C(F)(F)F)cc1)OC1CN2CCC1CC2 (stereo not given)	-2.8%	/	-0.8	34	-4.2%	0.1%	-5.9%	-4.9%	/	i
14	O=C(NC1CC1)C1CSC(c2cccnc2)=N1 (stereo not given)	-4.9%	1.2	0.5	48	8.9%	0.1%	4.8%	-4.1%	0.1%	i
15	NC(=S)N/N=C/c1coc2ccccc2c1=O	11.5%	0.8	-0.7	80	1.3%	-0.1%	10.5%	-1.1%	3.6%	i
16	CCc1ccc(OCCCN=C(C)c2c(O)n(C)c(=O)n(C)c2=O)cc1	16.3%	1.1	-0.6	92	11.9%	0.0%	-3.6%	-0.7%	2.4%	i
17	O=C(NCC(c1cccnc1)N1CCN(c2ccccc2F)CC1)Oc1ccccc1 (stereo not given)	-4.1%	1.1	0.7	29	1.2%	-0.2%	17.0%	-2.7%	3.0%	i
18	O=C1C2CCCN2C(c2cccs2)N1c1ccccn1 (stereo not given)	-32.9%	1	-0.7	91	6.4%	0.0%	13.8%	4.1%	1.1%	i
19	C[C@]12CCC3C(CCC4=C/C(=N/OCC(=O)NC(CCC(N)=O)C(=O)O)CC[C@@]43C)C1CCC2O (stereo not given in full)	2.4%	/	1.6	89	-0.2%	-0.2%	2.7%	1.1%	/	/
20	COP(=O)(/C=C(\Cl)c1ccccc1)/C=C(\Cl)c1ccccc1	21.2%	/	-0.6	62	4.8%	-0.1%	-1.1%	-0.5%	/	/
21	COc1cc2c(cc1OC)C13CCN4CC5=CCOC6CC(=O)N2C1C6C5CC43 (stereo not given) (tested in a mixture with another compound)	-5.5%	/	0.0	102	14.5%	-0.1%	0.3%	-6.2%	/	i
22	Clc1ccccc1CN1CCN(c2ccccc2Cl)CC1	-43.8%	1	1.4	59	-6.1%	0.0%	-5.7%	3.7%	-1.7%	i
23	CNC(=O)Oc1ccc(C(=O)N2c3ccccc3NC(=O)C2C)cc1 (stereo not given)	-0.9%	/	0.7	66	1.7%	1.4%	-4.6%	-4.0%	/	/
24	Nc1ccccc1C(=O)c1ccccc1	7.2%	1	3.1	52	2.8%	-0.1%	-8.0%	0.4%	-0.5%	i
25	C=Cn1ccnc1P(=S)(c1nccn1C=C)c1nccn1C=C	9.4%	1	-2.8	85	18.8%	-0.1%	12.6%	-0.9%	-1.4%	i
26	O=c1[nH]c(O)c(C=NCCc2ccccc2)c(=O)[nH]1	0.3%	/	-1.0	29	-0.7%	0.4%	1.6%	2.8%	/	i
27	CCCCn1c(O)c(C(=O)/C=C/c2c[nH]c3ccccc23)c(=O)[nH]c1=O	-7.1%	/	-0.5	61	-5.7%	-0.1%	27.6%	2.7%	/	i
28	CSc1nc(N)c(N=Nc2ccc([As](=O)(O)O)cc2)c(=O)[nH]1	13.5%	/	1.9	94	-5.2%	0.5%	0.6%	4.7%	/	i
29	Brc1cccc(CNCCc2ccc3c(c2)OCO3)c1	-26.8%[20 µM]	/	0.9	42	-41.8%	-0.1%	-23.9%	0.6%	/	/
30	O=c1[nH]c(=S)[nH]c(O)c1N=Nc1ccc(S(=O)(=O)N2CCOCC2)cc1	18.6%	/	-0.2	60	-0.8%	-0.2%	-11.8%	7.1%	/	i
31	COc1ccc(CC(=O)Nc2ccncc2Cl)cc1	-15.4%	/	0.0	50	14.9µM*	0.0%	4.73µM*	8.7%	/	/
32	COc1ccc(CN2CCN(Cc3ccccc3F)CC2)cc1	-17.3%	/	0.4	79	-1.5%	-0.1%	-1.4%	-0.4%	/	/
33	CC(C)(C)c1ccc(OC(=O)N2CCCCC2)cc1	-1.7%	1.1	3.6	51	-75.2%	0.1%	-40.5%	-3.0%	-0.6%	i
34	COC(=O)C(C)Oc1cc(C)cc2oc(=O)c3c(c12)CCCC3 (stereo not given)	-49.6%	1.1	5.5	48	4.3%	-0.1%	-9.2%	11.1%	5.4%	i
35	CCCOc1ccc(N2C(=O)CC(N3CC=C(c4ccccc4)CC3)C2=O)cc1 (stereo not given)	-11.4%	1.1	-0.5	84	18.6%	-0.2%	-16.0%	-3.5%	0.3%	i
36	CC(=O)OC1(c2ccccc2)CC(C(C)(C)C)CN(C(C)(C)C)C1 (stereo not given)	1.7%	0.9	2.6	46	-23.5%	0.3%	4.0%	2.2%	-0.6%	i
37	COc1cccc(CN2CCCC(C(=O)c3ccccc3SC)C2)c1O (stereo not given)	11.2%	/	3.4	61	1.5%	0.7%	-10.2%	-1.1%	/	i
38	FC(F)(F)C1=NC(C(F)(F)F)=NP(N2CCOCC2)(N2CCOCC2)=N1	9.2%	1.1	-1.7	65	-6.1%	-0.1%	-26.0%	-2.0%	1.6%	i
39	CCOc1ccc(CN2CCN(C(=O)Cc3ccccc3)CC2)cc1	-17.5%[20 µM]	/	-0.2	40	-18.6%	0.5%	-8.5%	-2.6%	/	/
40	CSc1ncc(Cl)c(C(=O)O)n1 (tested in a mixture with another compound)	-5.7%	1.1	0.4	43	-3.3%	0.3%	-4.4%	5.6%	-3.7%	i
41	Cc1cccc(N2C(=O)NC(=O)/C(=C/c3ccc(N4CCOCC4)cc3)C2=O)c1	13.7%	1.1	2.2	55	9.9%	0.1%	-13.0%	-5.8%	-2.1%	i
42	C/C(=N\Nc1ccccc1)c1c(O)n(-c2ccccc2)c(=O)[nH]c1=O	-8.1%	/	1.7	44	-39.9%	-0.2%	-13.1%	4.3%	/	i
43	COc1ccc(-c2nn(CCC#N)cc2C(=O)NCc2ccccc2)cc1	18.0%	/	0.3	69	-5.9%	-0.1%	-9.2%	-1.6%	/	i
44	O=C(CSC1c2ccccc2-c2ccccc21)N/N=C/c1ccccc1O	-41.6%	1	10.2	48	10.1%	0.0%	80.9%*	0.3%	-1.4%	i
45	CC(C)Cc1nnc(NC(=O)CCC(=O)N2CCN(CCOC(c3ccccc3)c3ccccc3)CC2)s1	13.8%	0.9	1.0	51	4.3%	-0.1%	-19.4%	-0.2%	0.4%	i
46	NS(=O)(=O)c1ccc(-c2ccc(C=C3C(=O)NC(=O)NC3=O)o2)cc1	-13.5%[20 µM]	/	-0.6	59	4.8%	-0.2%	-24.6%	-3.8%	/	/
47	O=c1[nH]c(=S)n(C2CC2)c(O)c1/C=N/Nc1cccc2ccccc12	10.4%	0.9	-0.4	69	17.8%	-0.2%	12.7%	-1.2%	-0.1%	i
48	CCOC(=O)C1(CCOc2ccccc2)CCN(Cc2ccc(C)s2)CC1	-54.1%[20 µM]	1	0.9	45	15.1%	0.2%	33.4%	-1.2%	-1.4%	i
49	Cc1nc2ccccc2c(=O)n1-c1ccccc1C(F)(F)F	-43.2%	1.1	1.0	50	-4.1%	-0.1%	5.9%	3.1%	-2.6%	i
50	COc1ccc(CCNCc2ccc(F)cc2)cc1OC	-4.7%	1.1	-2.9	89	-2.9%	-0.1%	8.9%	-0.5%	-2.7%	i

Next records follow.
no.	mol	KOR beta-arrestin-1	TNAP activation fold	NTR1 agonist	NTR1 agonist cell count 20 µM	HEK293 NOD2/NF-kB	GPR55 beta-arrestin	NOD1 NF-kB reporter	KOR beta-arrestin-2	CSM14.1 death rescue	Yfh1-off respiration
51	CCC(=NCCCN(C)C)c1c(O)n(-c2ccc(OC)cc2)c(=O)[nH]c1=O	-6.3%	1.1	-3.0	93	10.5%	-0.3%	-20.4%	0.2%	-2.1%	i
52	CCC(C)n1c(O)c(/C=N/Nc2ccccc2)c(=O)[nH]c1=S (stereo not given)	32.1%	1.1	0.0	53	-74.3%	0.1%	-46.2%	-0.2%	0.2%	i
53	COc1cccc(N2CCN(Cc3ccc(Cl)cc3)CC2)c1	-0.4%	1.1	0.8	61	-9.0%	-0.2%	15.1%	2.6%	/	i
54	N[C@@H](Cc1ccccc1)C(=O)N1C[C@H]2C[C@@H](C1)c1cccc(=O)n1C2	-31.9%[20 µM]	/	-0.3	76	17.1%	0.4%	-18.4%	-7.0%	/	/
55	O=C(NCCCn1ccnc1)C(Cl)(Cl)Cl	-36.1%[20 µM]	1.1	1.1	85	-2.4%	-0.1%	-16.4%	0.7%	1.0%	i
56	NP(=O)(OCC(F)(F)F)Oc1cccc2ccccc12 (stereo not given)	4.3%	1.1	0.3	89	14.9%	-0.3%	-21.5%	5.7%	0.2%	i
57	O=c1cccc2n1CC1CC2CN(c2nc(N3CCCCC3)nc(N3CCCCC3)n2)C1 (stereo not given)	-1.2%	1	1.2	54	4.8%	-0.2%	-23.9%	-3.7%	0.6%	i
58	O=C1N=c2ccccc2=C/C1=C\c1c(O)[nH]c(=S)[nH]c1=O	15.2%	1	0.3	76	19.0%	-0.3%	-17.4%	-2.3%	2.0%	i
